From PubChem BioAssay
M1 PAM = human M1 muscarinic receptor positive allosteric modulators, primary screen, CHO-K1 cells, Fluo-8 calcium fluorescence, 1536-well. CHO-K1 hM1, ACh EC20; 0% = ACh EC20, 100% = maximal ACh. AID 588819, 2011. activation, % at 3 µM. Muscarinic acetylcholine receptor M1 (Homo sapiens), P11229. 360,000 compounds, 0.088% hits; in the data active = activation above about 19%, passing the limit was not always enough
Target sequence (P11229 whole entry, looked up): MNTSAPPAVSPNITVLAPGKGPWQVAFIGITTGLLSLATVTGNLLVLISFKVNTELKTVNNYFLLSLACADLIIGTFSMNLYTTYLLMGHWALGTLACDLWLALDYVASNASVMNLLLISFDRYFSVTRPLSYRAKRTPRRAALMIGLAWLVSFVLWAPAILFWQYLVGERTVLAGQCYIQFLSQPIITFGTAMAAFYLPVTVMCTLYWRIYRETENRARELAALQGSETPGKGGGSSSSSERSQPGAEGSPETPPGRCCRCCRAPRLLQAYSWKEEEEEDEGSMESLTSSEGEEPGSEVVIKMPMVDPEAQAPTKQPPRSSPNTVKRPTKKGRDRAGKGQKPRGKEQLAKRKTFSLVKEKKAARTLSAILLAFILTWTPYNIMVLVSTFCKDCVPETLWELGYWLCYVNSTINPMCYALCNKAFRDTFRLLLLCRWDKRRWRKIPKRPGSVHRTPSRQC
CRFBP-R2 block = antagonists of CRF-BP/CRF-R2 complex, primary screen, cell-based, HEK293, calcium dye fluorescence, uHTS | CRF-induced calcium fluorescence | inhibition, % at 11.8 µM | 350,000 compounds, 0.59% hits | AID 588475, 2011;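 active = inhibition of the ligand-induced calcium signal above about 50% at the single tested concentration, limit read from the data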
M4 ag = human M4 muscarinic receptor agonists, primary screen, CHO-K1 cells, Fluo-8 calcium fluorescence; Muscarinic acetylcholine receptor M4 (Homo sapiens), P08173; CHO-K1 hM4/Gqi5; vehicle 0%, full acetylcholine response 100%; activation, % at 3 µM; 360,000 compounds, 0.14% hits; AID 624127, 2012;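 active = activation above the run mean over all test wells plus 3 SD, cut at about 32% in these data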;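 note: peak over basal fluorescence ratio per well then scaled between controls; 0% = DMSO wells and 100% = acetylcholine at EC100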
M4 antag = human M4 muscarinic receptor antagonists, primary screen, CHO cells, Fluo-8 calcium fluorescence; inhibition, % at 3 µM; 360,000 compounds, 0.73% hits; Muscarinic acetylcholine receptor M4 (Homo sapiens), P08173; CHO-hM4 cells, ACh EC80;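 active = inhibition above its plate's cutoff, the mean inhibition of sample wells plus 3 SD, cut at about 27% in these data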;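 note: 0% = acetylcholine EC80 with DMSO and 100% = DMSO without agonist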
CRFR2-BP ag = agonists of CRF-BP/CRF-R2 complex, primary screen, cell-based, HEK293, calcium dye fluorescence, uHTS | CRF-binding protein / CRF receptor 2 complex (human) | calcium dye fluorescence (FLIPR); percent of saturating CRF peptide response | activation, % at 13.2 µM | 350,000 compounds, 0.46% hits | AID 588473, 2011;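 active = activation of at least 50%, plus an integration ratio under a set limit after plate pattern correction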;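 note: plate controls were neutral control wells without compound for no effect and CRF at EC100 for full effect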
CHRM5 PAM = human M5 muscarinic receptor positive allosteric modulators, primary screen, CHO-K1 cells, Fluo-8 calcium fluorescence. activation, % at 3 µM. 360,000 compounds, 0.3% hits. Muscarinic acetylcholine receptor M5 (Homo sapiens), P08912. CHO-K1 hM5, ACh EC20 PAM; 0% = ACh EC20, 100% = ACh EC100;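 active = activation above the run cutoff, the mean activation of all test compounds plus 3 SD, cut at about 18% in these data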
Target sequence (P08912 whole entry, looked up): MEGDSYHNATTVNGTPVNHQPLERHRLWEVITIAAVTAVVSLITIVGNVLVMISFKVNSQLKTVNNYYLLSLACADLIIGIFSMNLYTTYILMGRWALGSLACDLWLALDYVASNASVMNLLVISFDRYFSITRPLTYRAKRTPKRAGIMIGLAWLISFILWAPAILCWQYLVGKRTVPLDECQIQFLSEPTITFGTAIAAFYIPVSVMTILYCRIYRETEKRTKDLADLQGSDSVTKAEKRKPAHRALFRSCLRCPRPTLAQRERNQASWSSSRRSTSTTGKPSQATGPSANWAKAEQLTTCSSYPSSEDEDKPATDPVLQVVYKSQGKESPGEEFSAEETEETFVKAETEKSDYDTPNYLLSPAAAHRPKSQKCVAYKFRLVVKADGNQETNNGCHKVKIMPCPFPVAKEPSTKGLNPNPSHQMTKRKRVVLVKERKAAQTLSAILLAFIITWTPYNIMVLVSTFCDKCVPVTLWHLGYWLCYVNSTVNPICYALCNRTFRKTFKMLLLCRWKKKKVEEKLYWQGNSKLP
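Probe or stimulus: acetylcholine, EC20 level; Assay system: human M5 receptor in CHO-K1 cells; Schedule: compound preincubation 140 s before EC20 acetylcholine addition; Technique: intracellular calcium via Fluo-8 fluorescence; Dosing: single-point, 3 µM nominal; Read-out basis: percent activation from peak-over-basal fluorescence ratio, scaled EC20-to-EC100 acetylcholine; Repeats: one well per compound, no replicates.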
CHRM4 PAM = human M4 muscarinic receptor positive allosteric modulators, primary screen, CHO-K1 cells, Fluo-8 calcium fluorescence. Muscarinic acetylcholine receptor M4 (Homo sapiens), P08173. CHO-K1 hM4/Gqi5, ACh EC20; 0% = ACh EC20, 100% = maximal ACh. activation, % at 3 µM. 360,000 compounds, 0.4% hits;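 active = activation above its plate's cutoff, the mean activation of sample wells plus 3 SD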; note: some results filed as inactive read as strong as hits
CHRM5 antagonist = human M5 muscarinic receptor antagonists, primary screen, CHO cells, Fluo-8 calcium fluorescence. 360,000 compounds, 0.59% hits. CHO-hM5 cells, ACh EC80. inhibition, % at 3 µM;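 active = inhibition above a per-plate cutoff, the mean of that plate's test compounds plus 3 SD, cut at about 27% in these data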;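 note: 0% = acetylcholine EC80 with DMSO and 100% = DMSO without agonist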
CHRM5 agonist = human M5 muscarinic receptor agonists, primary screen, CHO-K1 cells, Fluo-8 calcium fluorescence | Muscarinic acetylcholine receptor M5 (Homo sapiens), P08912 | CHO-K1 hM5 cells; 0% DMSO wells, 100% maximal acetylcholine response | activation, % at 3 µM | 360,000 compounds, 0.19% hits;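 active = activation above the run's mean over test compounds plus 3 SD, cut at about 23% in these data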;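 note: signal is peak over basal fluorescence ratio across the kinetic read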
Starred values were filed as active, the others as inactive; nt = not tested or not shown. Not a hit list (roughly 2.6% active in at least one column).

Start of the data: the first 4 entries, to show the layout:
SMILES	M1 PAM	CRFBP-R2 block	M4 ag	M4 antag	CRFR2-BP ag	CHRM5 PAM	CHRM4 PAM	CHRM5 antagonist	CHRM5 agonist
CN1C(=O)C(=O)N(c2cccc(C(F)(F)F)c2)C1=O	-7	2	13	7	3.6	-15	-36	10	2
CN(Cc1ccccc1)C(=O)CCC1CCN(C(=O)CCC(F)(F)F)CC1	7	8	-1	-6	-2.0	6	7	-3	2
Cc1sc2nc(SCC(N)=O)n(-c3ccccc3)c(=O)c2c1C	4	6	0	-1	0.3	0	-4	1	-4
Cc1ccc(CN(c2ccc(C(=O)NCc3ccc4c(c3)OCO4)cc2)S(C)(=O)=O)cc1	-5	-10	13	-5	23	-3	-5	-1	8

The whole of this part, repeating the preview:
SMILES	M1 PAM	CRFBP-R2 block	M4 ag	M4 antag	CRFR2-BP ag	CHRM5 PAM	CHRM4 PAM	CHRM5 antagonist	CHRM5 agonist
CN1C(=O)C(=O)N(c2cccc(C(F)(F)F)c2)C1=O	-7	2	13	7	3.6	-15	-36	10	2
CN(Cc1ccccc1)C(=O)CCC1CCN(C(=O)CCC(F)(F)F)CC1	7	8	-1	-6	-2.0	6	7	-3	2
Cc1sc2nc(SCC(N)=O)n(-c3ccccc3)c(=O)c2c1C	4	6	0	-1	0.3	0	-4	1	-4
Cc1ccc(CN(c2ccc(C(=O)NCc3ccc4c(c3)OCO4)cc2)S(C)(=O)=O)cc1	-5	-10	13	-5	23	-3	-5	-1	8
Cc1cccc(NC(=O)CN(C)S(=O)(=O)c2cccs2)c1	6	-3	5	-14	-1.1	-4	0	1	4
O=C(CC1C[C@H](C(=O)N2CCCCC2)[C@@]2(CCc3ccccc3)c3[nH]c4ccccc4c3CCN2C1=O)NCCc1ccccn1 (stereo partly drawn)	12	-2	1	4	-2.5	3	-2	-2	0
COc1ccccc1N(C)S(=O)(=O)c1ccc(C)c(C(=O)NC(C)c2ccccn2)c1 (stereo not drawn)	1	-11	3	-19	0.4	-2	4	-9	2
C[C@H](NC(=O)c1nc[nH]c1C(=O)NCCCCCN)C(=O)OCc1ccccc1	9	-4	2	-5	-1.0	1	12	10	0
NNc1nc(-c2ccccc2Cl)c2cc(Br)ccc2n1	7	-27	-1	-14	5.3	5	3	7	5
O=C(NCc1cc(Cl)cc(Cl)c1)c1ccc2nc([C@@H]3O[C@H](CO)[C@H](O)[C@H](O)[C@H]3O)[nH]c2c1	4	nt	0	-7	nt	2	5	4	0
COC(=O)c1ccc(OCC(=O)c2ccccc2)cc1	-8	-8	2	-8	-0.8	-7	4	0	-5
COc1ccc(CCNC(=O)CCCOc2cc(=O)n(C)c3ccccc23)cc1OC	5	31	2	2	-2.5	3	6	-8	1
COc1ccc(OC)c(S(=O)(=O)n2nnc3ccccc32)c1	4	-18	0	10	3.5	2	2	-1	-1
CCCCc1ccc(Nc2nc(CCC)cc(=O)[nH]2)cc1	2	-19	2	0	-6.1	0	2	2	3
COc1ccc(NS(=O)(=O)c2ccc(O)c(C(=O)OCC(=O)N3CC(C)OC(C)C3)c2)cc1 (stereo not drawn)	0	-9	3	-3	-1.2	-5	2	2	0
N#Cc1ccc(S(=O)(=O)N2CCC(C(=O)Nc3cccc(C(=O)NC4CC4)c3)CC2)cc1	5	7	1	-10	-0.6	-11	0	8	2
c1ccc(CSc2nnc3c(n2)OC(c2ccco2)Nc2ccccc2-3)cc1 (stereo not drawn)	3	-9	1	-10	-1.0	4	10	2	1
COc1ccc(C(CC(=O)O)NC(=O)COc2ccccc2OC)cc1OC (stereo not drawn)	-3	11	0	-6	0.8	-1	2	2	-1
COc1ccc(-n2ncc3c2CC(C)(C)CC3NC(=O)c2ccnn2C)cc1 (stereo not drawn)	6	-1	0	3	1.6	2	1	-7	-4
CCOC(=O)N1CCC(NC(=O)c2cccn3c(=O)c4cc(Br)ccc4nc23)CC1	3	-5	3	-4	1.8	2	7	0	1
CN(C)c1nc(-c2cccnc2)nc(-c2ccc(Cl)cc2)c1C#N	4	19	0	8	-1.5	-5	4	11	-4
Cc1cc(C)cc(C(O)c2ncc(-c3ccccc3Cl)[nH]2)c1 (stereo not drawn)	15	nt	0	1	nt	-1	3	2	0
Cc1ccc2nc(NC3=NCN(Cc4cccnc4)CN3)nc(C)c2c1	8	13	1	0	-1.4	3	8	2	-2
O=c1cc(O)c2ccccc2n1Cc1ccccc1	9	5	2	-5	-0.1	6	7	4	4
COc1ccc(CCNC(=O)CNC(=O)Cn2cnc3sc(C)c(C)c3c2=O)cc1OC	12	-29	1	8	-2.4	3	1	-2	-2
CCOC(=O)C1CCN(C(=S)NC2CC3C=CC2C3)CC1 (stereo not drawn)	6	-12	2	-2	2.4	-1	-2	5	3
CN(C)c1ccc(/C=C/c2ccc3ccccc3[n+]2C)cc1	5	-4	1	0	-2.9	-5	7	14	-1
COc1ccc(-n2cc(-c3ccccc3)c3c(NCCOCCO)ncnc32)cc1	-3	8	13	-13	0.4	-3	-3	-7	2
CNC(=O)c1c(NC(NC(=O)c2ccco2)C(=O)c2ccc(Cl)cc2)sc2c1CCCC2 (stereo not drawn)	-3	-13	2	-2	2.1	-5	0	-2	1
CN(C(=O)CN1C(=O)NC(C)(c2cccc(Br)c2)C1=O)C1CCCCC1 (stereo not drawn)	0	-12	3	9	1.3	-7	-1	2	6
CCN(CC)c1ccc(C(=O)NN)cc1	7	-6	-1	3	-2.4	-2	1	5	-5
CSc1ccc(CN2C(=O)NC3(CCCCCCC3)C2=O)cc1	8	-13	1	0	1.0	-7	-8	-4	0
COc1ccc(NC(=O)NCCN2CCc3ccccc3C2)cc1	0	2	0	-4	-3.9	4	0	3	-4
CS(=O)(=O)Nc1cccc(-c2cc(NC=O)c3ncc(-c4ccc(F)c(Cl)c4)n3c2)c1	4	nt	12	16	nt	0	-3	10	0
O=C(NCc1cccs1)Nc1ccc(Cl)cc1	-7	-6	5	-14	1.8	0	5	4	0
COc1ccc(Nc2nc(N)nc(CSC(=S)N3CCCCC3C)n2)cc1 (stereo not drawn)	-1	-17	2	-2	0.2	-8	-17	14	-10
C=CC(n1cncn1)C(O)(c1ccccc1)c1ccccc1 (stereo not drawn)	2	2	-1	0	25	2	-1	15	-3
CCc1ccc(CNC(=O)CCC(=O)N2Cc3cccc(OC)c3Oc3ncccc32)cc1	7	-3	2	-2	0.2	-2	-1	7	-6
O=C(Cn1cc(C(=O)C2CCCCC2)c2ccccc21)NCC1CCCO1 (stereo not drawn)	-4	1	4	-6	-1.2	2	12	0	1
CCOc1ccc(CCNC(=O)COC(=O)c2ccc(S(C)(=O)=O)cc2)cc1OCC	17	13	2	-24	-0.1	-7	9	7	-3
O=C(Nc1ncccc1Cl)c1ccc2c(c1)OCCO2	3	-3	0	-10	0.7	4	-1	-3	0
CC1(C)Cc2nc3sc4c(NCCO)ncnc4c3cc2CS1	-1	13	5	3	-3.0	-4	-2	5	2
CC(C)Cn1c(N)c(C(=O)COC(=O)c2ccc(F)cc2)c(=O)n(C)c1=O	3	-13	12	-5	-0.4	0	-4	8	-1
COC(=O)c1sc2nc(SCc3ccccc3C)n(N)c(=O)c2c1C	1	-19	1	-9	-0.2	0	0	-2	1
Cc1cc(Nc2ccc(C)c(C)c2)n2nc(C)nc2n1	-1	-26	-1	5	-2.1	1	-6	2	-3

Of the compounds above, two contain a cyano group.
SMILES	M1 PAM	CRFBP-R2 block	M4 ag	M4 antag	CRFR2-BP ag	CHRM5 PAM	CHRM4 PAM	CHRM5 antagonist	CHRM5 agonist
N#Cc1ccc(S(=O)(=O)N2CCC(C(=O)Nc3cccc(C(=O)NC4CC4)c3)CC2)cc1	5	7	1	-10	-0.6	-11	0	8	2
CN(C)c1nc(-c2cccnc2)nc(-c2ccc(Cl)cc2)c1C#N	4	19	0	8	-1.5	-5	4	11	-4

Additional structures:
SMILES	M1 PAM	CRFBP-R2 block	M4 ag	M4 antag	CRFR2-BP ag	CHRM5 PAM	CHRM4 PAM	CHRM5 antagonist	CHRM5 agonist
COC(=O)[C@@]12CCCN1[C@H](c1ccc(-c3ccc(OC)cc3)c(OC)c1)[C@H]1C(=O)N(C)C(=O)[C@H]12	1	11	1	8	-2.0	3	1	7	-3
CN1CCC(=NNc2ccc(S(=O)(=O)N3CCOCC3)cc2[N+](=O)[O-])CC1	-2	2	0	9	-2.7	-4	-2	2	-4
COc1ccc2nc(C)cc(N3CCN(c4ccccc4)CC3)c2c1	7	-23	5	6	0.6	-1	-3	3	-2
O=C(O)c1ccc(S(=O)(=O)N2CCC(Cc3ccccc3)CC2)cc1	-2	-10	-1	-3	2.4	2	-3	5	-2
CCN(CC(=O)Nc1ccc2c(c1)OCCO2)C(=O)/C=C/c1cccc(Br)c1	9	4	2	-20	-1.8	8	7	-12	-2
Cc1nnc(Nc2ccc(Cl)c(C(F)(F)F)c2)[nH]c1=O	7	12	0	3	-0.3	4	-1	-3	0
Cc1c(C(c2ccccc2O)c2c(C)n(C)n(-c3ccccc3)c2=O)c(=O)n(-c2ccccc2)n1C	0	-7	1	-2	2.2	6	13	5	0
CC1CC1C(=O)OCC(=O)NNC(=O)c1ccc([N+](=O)[O-])cc1 (stereo not drawn)	6	6	0	-5	-2.6	2	6	-1	2
COc1ccc(CNC(=O)CN2c3ccccc3S(=O)(=O)c3ccccc32)cc1	-3	2	11	-24	1.4	1	7	-2	-2
O=C(CSc1n[nH]c(=O)n1CCc1ccccc1)NC1CCCC1	7	-1	0	-4	0.9	1	3	3	0
O=C(Nc1ccc2nc(-c3ccco3)c(-c3ccco3)nc2c1)N1CCN(c2ccccn2)CC1	-4	4	12	8	3.7	20*	-15	25	2
